Bioassay records as filed in PubChem.
ASM inhibitor: Inhibitors of Secretory Acid Sphingomyelinase (S-ASM): qHTS. Sphingomyelin phosphodiesterase (Homo sapiens), P17405. placental ASM, HMU-PC fluorogenic substrate, 60 min. Potency, µM (doses to about 57.5 µM), for inactives: at the highest dose activity change, negative = inhibition, hits mostly inhibitors. 0.006% of 340,000 active. AID 504937, 2011; also: potency is read from the fitted curve at half-maximal effect
Target sequence (P17405 47-631 limits assumed): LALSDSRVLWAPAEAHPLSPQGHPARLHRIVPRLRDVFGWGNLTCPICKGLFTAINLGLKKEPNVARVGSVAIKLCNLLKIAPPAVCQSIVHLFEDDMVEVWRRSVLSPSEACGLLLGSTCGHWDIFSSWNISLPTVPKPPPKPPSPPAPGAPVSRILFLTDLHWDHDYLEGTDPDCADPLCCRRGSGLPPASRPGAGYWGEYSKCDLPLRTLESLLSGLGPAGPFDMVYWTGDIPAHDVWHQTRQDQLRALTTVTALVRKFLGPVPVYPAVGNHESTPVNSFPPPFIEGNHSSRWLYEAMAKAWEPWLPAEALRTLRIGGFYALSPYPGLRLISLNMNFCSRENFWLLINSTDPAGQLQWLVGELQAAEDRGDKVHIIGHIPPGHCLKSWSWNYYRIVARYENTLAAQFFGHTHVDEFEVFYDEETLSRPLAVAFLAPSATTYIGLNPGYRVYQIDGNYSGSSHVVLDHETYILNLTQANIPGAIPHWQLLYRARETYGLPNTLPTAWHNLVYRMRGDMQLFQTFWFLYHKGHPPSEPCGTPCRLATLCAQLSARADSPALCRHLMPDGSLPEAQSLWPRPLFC
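Human placenta-derived ASM preincubated with compound 10 min at room temperature, then reacted with 9 uM (final) fluorogenic HMU-PC substrate for 60 min at 37 C. Stop solution raises pH to 10; fluorescence read at Ex 386/Em 447 nm.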
Mito fusion yeast: qHTS Assay for Small Molecule Inhibitors of Mitochondrial Division or Activators of Mitochondrial Fusion. S. cerevisiae fusion-defective mutant growth rescue, CellTiterGlo 48 h. Potency, µM (series often up to 46.1 µM), without a hit: at the highest dose growth rescue (activation), actives largely listed as activators. 0.23% of 320,000 active. AID 485298, 2010;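 also: potency is read from the fitted curve at half-maximal effect; % of control where 0% means no effect; nearly all actives have a fitted effect of over 45% in size; temperature-sensitive fusion mutants such as fzo1-1 at 37 °C on non-fermentable ethanol glycerol medium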
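Read-out: ATP-based luminescence (CellTiterGlo, 10 min ambient) reporting growth of fusion-defective ts yeast after 48 hours at 37C on glycerol/ethanol YPEG medium in the presence of compound.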
Chronic BCR inh: qHTS Assay to Find Inhibitors of Chronic Active B-Cell Receptor Signaling; ABC-DLBCL IkBa-CBG/CBR reporter, luminescence ratio, 4 h; Potency, µM (titrated, usually from 46.1 µM), without a hit: top-dose ratio change, negative = lower green/red ratio, usual class: inhibitors; 0.05% of 340,000 active; AID 493014, 2011; active = well fitted inhibition curve with a large enough effect in the signal ratio, with a control signal flat, not every such curve was filed as active; inconclusive = small, poorly fitted or top-dose-only effect, or effect the other way, or a change in a side signal; the % refers to the signal ratio;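 also: potency is read from the fitted curve at half-maximal effect; plate controls were basal doxycycline-induced cells for no effect and cells given 10 µM MG132 for full effect; MG132 reads +100%, hits lower the ratio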
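Compounds up to 46 uM were incubated four hours with TMD8 cells whose green CBG68 luciferase is fused to IkappaBalpha; red CBR luminescence normalised the signal, and concentration-effect curves were fitted to fusion, red and ratio data.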
TCR activator: Activators of T cell receptors: qHTS campaign; Potency, µM (series often up to 9.22 µM), inactives show at the top dose activation of IL-2 secretion, usual class: activators; 330,000 tested, under 10 active; primary human leukocytes, anti-CD3, IL-2 HTRF, 48 h; AID 504894, 2011; also: % of control where 0% means no effect
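Human primary leukocytes + a-CD3 beads + cpd, 48 hr; IL-2 in supernatant by HTRF (ex 320nm / em 665nm). No co-stimulatory signal supplied.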
TSHR antagonist: Antagonists of the Thyroid Stimulating Hormone Receptor: HTS campaign; Thyrotropin receptor (Homo sapiens), P16473; TSHR-expressing cells, TSH-stimulated cAMP HTRF, 2 h; active compounds read low; activity change, negative = inhibition, % at 11.5 µM; 0.2% of 330,000 active;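 active = activity change below a set negative limit, meaning inhibition stronger than a set level, cut at about -70% in these data; inconclusive = activity change between two set negative limits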; also: % is scaled to controls: 0 for no effect and ±100 for the full control effect
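TSHR-expressing cells, 200/well, pre-treated with compound, then stimulated with EC80 TSH (4nM final) for 2 hours at 37 deg C. cAMP measured by competitive HTRF: anti-cAMP cryptate antibody in lysis buffer plus cAMP-d2, read after 30 minutes at room temperature.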
a7 integrin act: qHTS for Activators of Integrin-Mediated Alleviation for Muscular Dystrophy | Potency, µM (series often up to 38.3 µM), for the others: top-dose activation, hits mostly activators | 0.064% of 350,000 active | alpha7betagal myoblasts, beta-gal FDG fluorescence, 48 h;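 also: potency is read from the fitted curve at half-maximal effect; 100% = response of the positive control SU9516; nearly all actives have a fitted effect of over 60% in size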
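Alpha7betagal+/- myoblasts (passage 13) were plated 16-24 hr, then exposed to compounds (1:260 dilution of DMSO stock) for 48 hours at 37C. After MPER lysis, β-galactosidase reporter activity was read as FDG fluorescence (ex 480/em 540) after 30 minutes.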
PTAP TSG101 blk: qHTS Assay for Iinhibitors of HIV-1 Budding by Blocking the Interaction of PTAP/TSG101 | Fluorescence polarization, FITC-PTAP peptide / Tsg101 binding | 340,000 tested, under 10 active | AID 493005, 2010 | Potency, µM (doses to about 115 µM), without a hit: at the top dose activity change, negative = inhibition, hits mostly inhibitors; active = well fitted inhibition curve with a large enough effect in the main read-out, with a control signal flat, not every such curve was filed as active; inconclusive = small, poorly fitted or top-dose-only effect, or effect the other way, or a change in a side signal; inactive = no such curve, though single readings can be large or run the other way; also: potency is read from the fitted curve at half-maximal effect; % of control where 0% means no effect
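FP read-out: FITC-PTAP peptide, 50 nM final, binding Tsg101 binding domain, 10 uM final; 20 min, r.t.; 10 mM HEPES pH 7.5, 0.15 M NaCl, 0.01% Tween 20, 3 mM EDTA, 0.1 mM TCEP.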
A-T KAP1 phos: qHTS Assay for Identifying a Potential Treatment of Ataxia-Telangiectasia | […] A-T fibroblasts, KAP-1 phosphorylation AlphaLISA; neocarzinostatin DNA damage 30 min before lysis | 0.19% of 320,000 active | Potency, µM (doses to about 57.5 µM), inactives show top-dose activation, usual class: activators | AID 485349, 2010; also: potency is read from the fitted curve at half-maximal effect; % of control where 0% means no effect; nearly all actives have a fitted effect of over 45% in size
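ATM-like activity read as KAP-1 phosphorylation via AlphaLISA donor/acceptor antibody pairs after lysis and 6 hr at 25C. Cells were ATM-null patient fibroblasts ([…], hTERT), dosed 60 min, then exposed to the DSB inducer NCS for 30 min.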
Tb PFK inh: qHTS Assay to Find Inhibitors of T. brucei phosphofructokinase; ATP-dependent 6-phosphofructokinase (Trypanosoma brucei brucei), O15648; Potency, µM (top dose mostly 57.5 µM), inactives show top-dose activity, negative = inhibition, hits mostly inhibitors; T. brucei PFK, ADP-Glo luminescence; AID 485367, 2010; 0.17% of 330,000 active;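 also: potency is read from the fitted curve at half-maximal effect; 0% = uninhibited 1x PFK enzyme wells and -100% = no-enzyme wells; nearly all actives have a fitted effect of over 60% in size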
Target sequence (O15648 whole entry, looked up): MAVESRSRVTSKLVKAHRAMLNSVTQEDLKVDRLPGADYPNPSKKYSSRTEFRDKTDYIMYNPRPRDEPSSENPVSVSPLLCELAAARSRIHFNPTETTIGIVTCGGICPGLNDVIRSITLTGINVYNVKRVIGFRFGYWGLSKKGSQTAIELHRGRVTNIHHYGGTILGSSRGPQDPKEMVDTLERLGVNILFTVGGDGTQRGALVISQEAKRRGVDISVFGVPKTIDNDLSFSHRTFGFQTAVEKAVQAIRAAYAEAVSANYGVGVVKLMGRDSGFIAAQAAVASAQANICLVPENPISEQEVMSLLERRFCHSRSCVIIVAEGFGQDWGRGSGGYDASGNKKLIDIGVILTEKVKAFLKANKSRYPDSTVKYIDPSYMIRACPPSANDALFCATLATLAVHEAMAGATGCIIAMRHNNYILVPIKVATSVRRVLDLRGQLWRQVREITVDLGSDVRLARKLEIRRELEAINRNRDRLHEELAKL
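Activity is normalized to no-enzyme wells (full inhibition) and 1.25 nM enzyme wells (no inhibition). Reaction: 0.5 mM F6P, 0.1 mM ATP, 45 min RT, ADP-Glo luminescence; concentration-response curves fitted and classed by quality.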
Eya2 inh: qHTS Assay for Inhibitors of the Phosphatase Activity of Eya2 | Protein phosphatase EYA2 (Homo sapiens), O00167 | recombinant Eya2, OMFP fluorescence dephosphorylation (OMFP is methylfluorescein phosphate) | Potency, µM (titrated, usually from 76.9 µM), without a hit: at the highest dose activity, negative = inhibition, actives largely listed as inhibitors | 0.006% of 330,000 active | AID 488837, 2010; also: potency is read from the fitted curve at half-maximal effect; % is scaled to controls: 0 for no effect and ±100 for the full control effect
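Eya2 protein (added as 0.2 uM solution) was preincubated with compound for 10 min at ambient temperature in 50 mM HEPES pH 7.5, 50 mM NaCl, 5 uM MgCl2, 0.05% BSA, 1 mM DTT. OMFP (added at 50 uM) then reacted 10 min; fluorescence read at 485/525 nm.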
ELG1 DNA repair: qHTS screen for small molecules that inhibit ELG1-dependent DNA repair in human embryonic kidney (HEK293T) cells expressing luciferase-tagged ELG1; Potency, µM (highest dose often 46.1 µM), for the others: at the highest dose activity change, negative = inhibition, hits mostly inhibitors; 2.3% of 330,000 active; HEK293T ELG1-luciferase reporter, luminescence, 16 h; DNA damage induced by 5-fluorouridine; AID 504467, 2011; also: potency is read from the fitted curve at half-maximal effect; % is scaled to controls: 0 for no effect and ±100 for the full control effect; nearly all actives have a fitted effect of over 55% in size
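Cells (2,000 per well) received 5-fluorouridine plus test compound or DMSO and were incubated 16 hr at 37 °C, 5% CO2. Luciferase activity was read by luminescence 30 min after ONE-Glo addition; signal suppression marked inhibition of damage-induced ELG1 function.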
* hit, by the source's call; ? = inconclusive; nt = not tested or not shown; [ ] = dose if it differs, or a comment. Unless noted, calls follow the shape of the dose curve; as a rule, active = well fitted curve in the direction sought with a large enough effect; inconclusive = small, poorly fitted or top-dose-only effect, or another doubt; inactive = no such curve, though single readings can be large; an effect the other way counts as inactive or inconclusive.

SMILES	ASM inhibitor	Mito fusion yeast	Chronic BCR inh	TCR activator	TSHR antagonist	a7 integrin act	PTAP TSG101 blk	A-T KAP1 phos	Tb PFK inh	Eya2 inh	ELG1 DNA repair
O=C(CCC(=O)N(CC(=O)NC1CCCCC1)c1ccc2c(c1)OCO2)Nc1ccccn1	1%	-1%	0%	-1%	-8	-13%	-9%	-1%	0%	1%	14%
Cc1cccc(C(=O)Nc2cccc(C(=O)NC3CCCC3)c2)c1	-3%	4%	5%	2%	-5	-1%	0%	5%	1%	5%	-5%
COc1ccccc1N1CCN(S(=O)(=O)c2cc3c(cc2C)NC(=O)CO3)CC1	0%	1%	-2%	5%	-3	-8%	-3%	-1%	0%	-1%	-4%
CC(C)Nc1nc2nonc2nc1Nc1ccccc1	-4%	0%	?	0%	0	-1%	-6%	-3%	1%	0%	16µM*
CCOc1ccc2ccccc2c1/C=N/NC(=O)c1cc(C)[nH]n1	5%	-6%	0%	3%	-3	-10%	0%	7%	1%	3%	6%
COc1cccc2c1C(=O)CC2NC(=O)C(F)(F)F (centres undefined)	5%	-8%	2%	-58%	3	13%	0%	2%	-14%	14%	11%
Cc1ccc(C)c(S(=O)(=O)N2CCN(CC(=O)NC(C)c3ccccc3)CC2)c1 (centres undefined)	4%	-6%	-3%	6%	29	-17%	1%	2%	9%	-20%	-30%
CC1CCCN(S(=O)(=O)c2cc(C(=O)NCc3ccco3)ccc2Cl)C1 (centres undefined)	-2%	nt	?	6%	nt	27%	-6%	5%	-7%	-25%	?
Cc1ccc(NC(=O)C2CCCN2C(=O)NC2CCCCC2)cc1 (centres undefined)	-3%	-4%	1%	0%	0	0%	0%	0%	4%	-2%	8%
COc1ccc(NC(=O)N2CCN(C(=O)C(Cc3ccc(F)cc3)NC(C)=O)CC2)cc1 (centres undefined)	3%	-2%	-4%	nt	20	17%	0%	-4%[11.5 µM]	-5%	2%	?
O=C(O)CCCC(=O)N1CC(=O)Nc2ccccc21	4%	-2%	0%	0%	14	14%	-1%	5%	2%	4%[15.4 µM]	3%
CN1CCN(CCC(=O)N/N=C/c2cc([N+](=O)[O-])ccc2O)CC1	2%	0%	5%	-6%[46.1 µM]	21	12%	0%	3%	-7%	-1%	-8%
COC(=O)NC(=S)Nc1ccc(Oc2ccc(Cl)cc2)c(Cl)c1	-10%	1%	22%	1%	-11	0%	-3%	-3%	-2%	15%	-9%
CN(C)CCCSc1nc(-c2ccccc2)nc2c1CCC2	7%	-7%	3%	4%[46.1 µM]	16	-66%[inhibitor]	-2%	0%	0%	-25%	13%
O=C(CSc1nc(-c2ccc(F)cc2)cc(C(F)(F)F)n1)NCc1ccco1	0%	2%	11%	3%[46.1 µM]	5	1%	1%	nt	-2%	5%	2%
Cc1[nH]c(=S)c(C#N)c(C)c1CC(=O)c1ccc(Br)cc1	4%	-6%	-1%	-8%	-2	16%	-2%	1%	-9%	6%	-21%
CCOC(=O)/C=C1\SCC(=O)N1CC(=O)NCCOC	2%	1%	-8%	-2%	2	6%	0%	-1%	-6%	1%	7%
O=C1/C(=C/c2ccc(F)cc2)SC(=S)N1Nc1ncc(C(F)(F)F)cc1Cl	-5%	-2%	?	3%	-5	8%	-4%	-3%	4%	5%	?
O=C(Nc1ccc(OCc2ccccc2)cc1)Nc1ccccc1C(=O)NCCCN1CCOCC1	-2%	6%	?	10%	6	-9%	-4%	-1%	-5%	-3%	24%
O=C(C1CCN(S(=O)(=O)c2ccccc2)CC1)N1CCN(c2ccccc2F)CC1	-2%	1%	-1%	-2%	-20	0%	-7%	-9%	1%	10%	-3%
CCCCCC1CC1C(=O)N/N=C/c1ccc(N(C)C)cc1 (centres undefined)	23%	0%	?	0%	-11	-5%	-2%	2%	-5%	-4%	-7%
CCOc1ccc(NS(=O)(=O)c2ccc(C(=O)NCC(c3ccccc3OC)N3CCCC3)cc2)cc1 (centres undefined)	6%	-1%	2%	1%	4	-34%	-6%	-6%	2%	-1%	-1%
COc1cccc(N2C(=O)CC(Sc3nc(C)cc(C)n3)C2=O)c1 (centres undefined)	0%	-19%	?	nt	-7	-5%	-6%	1%	0%	-4%	-7%
COc1ccc(CCNc2ncnc3c2oc2ccccc23)cc1OC	-3%	3%	?	-10%	-80*	-49%[inhibitor]	1%	4%	0%	-23%	16µM*
COC(=O)C1CSC(C)(C)C(=O)N1 (centres undefined)	4%	0%	4%	3%	-1	5%	-4%	1%	-5%	-18%	-1%
COc1cc(OC)c(OC)cc1CN1CCN(c2ccc(F)cc2)CC1	-2%	1%	-17%	-10%	1	-15%	0%	11%	2%	?	-3%
CCN(C(=O)COC(=O)C1CCN(S(=O)(=O)c2ccc3c(c2)OCCO3)CC1)C1CCS(=O)(=O)C1 (centres undefined)	nt	-6%	4%	0%	-3	4%	-1%	4%	0%	28%	0%
O=S(=O)(c1ccccc1)N1CCN=C1SCc1cccnc1	-2%	19%	0%	1%	-2	5%	-6%	-2%	3%	7%	0%
Cc1nc([N+](=O)[O-])c(C(=O)OCc2ccc(C#N)cc2)n1C	-2%	-12%	-11%	-5%	-4	-16%	1%	3%	-4%	-5%	-1%
CC(C)c1ccc(NCCC(=O)c2cccs2)cc1	1%	1%	?	2%[46.1 µM]	-11	-20%	-1%	-8%	0%	-2%	?
CCC1Nc2ncnc(N3CCN(c4ccccc4)CC3)c2N(Cc2ccc(Cl)cc2)C1=O (centres undefined)	-10%	?	-3%	4%	-34	-48%[inhibitor]	-5%	-11%	-9%	14%	0%
COc1ccc(CCNS(=O)(=O)c2ccc(C(=O)NCc3ccco3)cc2)cc1OC	0%	-3%	-5%	-1%	-1	-1%	-12%	-3%	-14%	2%	-9%
CCCNc1nc2ccccc2c(=O)[nH]1	6%	0%	-4%	-1%	2	0%	-4%	3%	-1%	-1%	4%
Fc1ccc(C2=Nn3c(nnc3-c3ccco3)SC2)cc1	1%	12%	0%	13%	-4	-5%	-2%	-5%	-9%	7%	-1%
Cc1cccc(C(=O)NC(=S)N2CCN(C(=S)NC(=O)c3cccc(C)c3)CC2)c1	nt	-4%	?	1%[46.1 µM]	-5	21%	-3%	3%	0%	1%	?
CCOC(=O)/C(=C/c1c2ccccc2cc2ccccc12)NC(=O)c1ccccc1	5%	5%	-1%	2%	-17	-1%	-1%	0%	6%	5%	-12%
COc1ccc(NC2CCCN(C(=O)CCCn3cncn3)C2)cc1 (centres undefined)	nt	0%	0%	nt	-10	nt	nt	30%	1%	-1%	6%
Cc1cccc(N2CCN(C(=O)COc3cccc4c3OC(C)(C)C4)CC2)c1C	-2%	16µM*	?	3%[46.1 µM]	23	?	-4%	11%	1%	-10%	26µM*
CC(OC(=O)c1cc2sccc2n1C)C(=O)NCc1cccs1 (centres undefined)	-4%	11%	5%	8%	-13	17%	-3%	7%	0%	-4%	?
CN(CCCOc1ccccc1Br)Cc1ccccc1	-2%	-2%	?	-4%	4	0%	0%	7%	0%	2%	-10%
